Bioassay records from PubChem BioAssay.
TLR9-MyD88 inh: TLR9-MyD88 interaction inhibition; inhibition, % at 4.98 µM; AID 504734; 340,000 tested, 0.21% active; CHO BLA complementation TLR9-MyD88, CCF4 FRET ratio;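 active = inhibition above the mean over all tested compounds plus 3 SD, cut at about 21% in these data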;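 also: 0% = DMSO only wells and 100% = clavulanate BLA inhibitor control wells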
SRC3 inh: inhibits human SRC3 coactivator | HEK293 GAL4-SRC3 luciferase reporter, luminescence | inhibition, % at 3.6 µM | AID 588352 | 360,000 tested, 0.17% active;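 active = inhibition above a per-campaign cutoff, the mean of all compounds plus 3 SD, cut at about 60% in these data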;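 also: 0% = DMSO-treated cells and 100% = gossypol-treated cells at 36 µM; higher means less SRC3-driven luciferase light from the GAL4 reporter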
TWEAK-Fn14 inh: TWEAK-Fn14 signaling inhibition | TWEAK-stimulated Fn14 reporter cells, luciferase luminescence, 8 h | inhibition, % at 10 µM | 360,000 tested, 2% active | AID 1159606; in the data active = inhibition above about 50%
LMP1 NFkB inh: reduces LMP1-driven NF-kappaB luciferase signal | LMP1-induced NF-kappaB luciferase reporter cells, luminescence | inhibition, % at 12.5 µM | 350,000 tested, 0.69% active | AID 504558; in the data active = inhibition above about 41%;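 also: 0% = neutral control wells and 100% = reference inhibitor control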
NR5A2 inv ag: suppresses constitutive activity of human LRH-1. O00482. HEK293T StAR-luciferase reporter, LRH-1 transfected, 24 h. inhibition, % at 3.6 µM. 360,000 tested, 0.13% active;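 active = inhibition above the mean inhibition of all tested compounds plus 3 SD, cut at about 73% in these data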;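 also: 0% = DMSO wells and 100% = reporter-only cells lacking LRH-1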
NCOA1 inh: inhibits human SRC1 coactivator; AID 588354; 360,000 tested, 0.12% active; HEK293 GAL4-SRC1 luciferase reporter, luminescence; Q15788; inhibition, % at 3.6 µM;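 active = inhibition above the campaign mean plus 3 SD, with each screening campaign given its own cutoff, cut at about 60% in these data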;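 also: 0% = DMSO treated cells and 100% = gossypol at 36 µM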
TROY NFkB inh: inhibitors of TROY-dependent NF-kB signaling; Q293 LMP1-TROYcd NF-kB luciferase reporter, 4 h; inhibition, % at 10 µM; 360,000 tested, 0.98% active;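 active = compounds whose plate-normalised and pattern-corrected inhibition of the luciferase reporter signal at the single screening dose is 50% or more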
SRC2 inh: inhibits human steroid receptor coactivator 2; Q15596; HEK293 GAL4-SRC2 luciferase reporter, luminescence; inhibition, % at 9 µM; 370,000 tested, 0.17% active; AID 651957;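 active = inhibition above the mean inhibition of all tested compounds plus 3 SD, set per campaign, cut at about 52% in these data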;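 also: 0% = DMSO treated cells and 100% = cells given Gossypol at 36 µM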
NOD2 RIPK2 PPI: blocks binding of human NOD2 to RIPK2; O43353; inhibition, % at 4.98 µM; 360,000 tested, 0.38% active; CHO BLA complementation NOD2-RIPK2, CCF4 ratio; in the data active = inhibition above about 21%;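 also: 0% = vehicle only and 100% = reference blocker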
Target sequence (O43353 whole entry, looked up): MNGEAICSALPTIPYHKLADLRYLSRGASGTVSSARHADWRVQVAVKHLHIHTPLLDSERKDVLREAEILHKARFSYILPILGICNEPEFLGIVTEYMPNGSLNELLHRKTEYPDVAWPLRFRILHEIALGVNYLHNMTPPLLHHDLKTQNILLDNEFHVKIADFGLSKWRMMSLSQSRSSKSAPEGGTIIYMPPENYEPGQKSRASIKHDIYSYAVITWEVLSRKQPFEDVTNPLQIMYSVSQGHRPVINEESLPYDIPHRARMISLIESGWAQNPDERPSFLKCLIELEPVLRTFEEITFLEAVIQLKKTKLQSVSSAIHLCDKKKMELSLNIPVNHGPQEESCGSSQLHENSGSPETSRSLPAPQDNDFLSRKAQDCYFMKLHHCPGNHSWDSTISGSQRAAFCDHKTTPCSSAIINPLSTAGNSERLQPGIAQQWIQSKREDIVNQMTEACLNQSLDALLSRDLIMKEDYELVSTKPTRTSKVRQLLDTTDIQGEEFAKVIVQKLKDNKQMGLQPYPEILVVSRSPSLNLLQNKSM
C8 TRAIL sens: sensitizes caspase-8 expressing cells to TRAIL. NB7+C8 cells + TRAIL, ATPlite viability luminescence. inhibition (viability loss, TRAIL sensitization), % at 10 µM. 360,000 tested, 1% active. AID 624354;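 active = compounds causing at least 50% loss of cell viability in the single-dose screen, relative to plate controls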
COUP-TFII inh: NR2F2 (human) inhibition, primary screen | inhibition, % at 8.6 µM | HEK293T NGFI-A luciferase reporter, luminescence | P24468 | AID 686940 | 370,000 tested, 0.7% active;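 active = inhibition above a per-plate cutoff, mean inhibition of test wells between control levels plus 3 SD, cut at about 38% in these data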;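 also: cells cotransfected with COUP-TFII expression vector driving the NGFI-A reporter; 0% = median of COUP-TF2 test wells and 100% = reporter-only cells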
Target sequence (P24468 whole entry, looked up): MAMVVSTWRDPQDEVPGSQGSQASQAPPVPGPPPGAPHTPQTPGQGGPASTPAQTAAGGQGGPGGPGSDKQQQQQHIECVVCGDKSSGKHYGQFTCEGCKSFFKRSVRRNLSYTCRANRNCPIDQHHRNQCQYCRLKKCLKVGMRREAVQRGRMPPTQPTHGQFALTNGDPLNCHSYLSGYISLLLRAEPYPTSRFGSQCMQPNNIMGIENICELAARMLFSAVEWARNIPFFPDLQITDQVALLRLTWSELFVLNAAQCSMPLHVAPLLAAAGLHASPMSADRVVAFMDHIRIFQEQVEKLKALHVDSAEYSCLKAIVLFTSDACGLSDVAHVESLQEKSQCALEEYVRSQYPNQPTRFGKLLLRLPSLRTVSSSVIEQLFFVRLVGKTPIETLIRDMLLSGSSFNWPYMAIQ
Numbers without * were called inactive; x = no result given. A portion of the library; the hit share may differ from the screen's.

Sequence of screens: TLR9-MyD88 inh, SRC3 inh, TWEAK-Fn14 inh, LMP1 NFkB inh, NR5A2 inv ag, NCOA1 inh, TROY NFkB inh, SRC2 inh, NOD2 RIPK2 PPI, C8 TRAIL sens, COUP-TFII inh
- COc1ccc([C@H]2CC(=O)C=C(c3ccc(C(F)(F)F)c(C(F)(F)F)c3)C2)cc1OC
    1, -1, 0, 19, -9, -2, -13, 10, -4, 8, 5
- COc1ccc(OCC(=O)Nc2ccc(S(=O)(=O)Nc3nc(C)cc(C)n3)cc2)cc1
    -8, 16, -1, 4, 13, 5, -2, 15, -8, 6, 28
- COc1ccc([N+](=O)[O-])cc1N(CC(=O)Nc1ccccc1C(=O)N1CCOCC1)S(C)(=O)=O
    -4, -7, -3, -1, 17, -14, 22, -17, 4, -12, 12
- CCOC(=O)c1cnc2c([N+](=O)[O-])cnn2c1C
    6, 1, -23, -5, 6, -16, -8, -6, 0, -26, 13
- Cc1noc(C)c1C(=O)NCc1ccco1
    8, 15, 16, -5, 12, 10, -5, -14, -7, -2, 12
- CC(C)[C@H](NC(=O)c1ccccc1F)C(=O)OCCN1C(=O)c2ccccc2C1=O
    -8, -9, 3, 0, -12, -4, -26, 9, -25, 4, 0
- COC(=O)Nc1ccc(S(=O)(=O)Nc2cnc3ccccc3n2)cc1
    -5, -6, -4, 4, -8, 12, 6, -13, -3, 7, -9
- CCOc1ccc(NC(=O)CSc2nnnn2C2CC2)cc1S(=O)(=O)N1CCCC1
    -11, 18, -20, -4, 11, 0, -11, -8, -2, 11, 11
- COc1ccc(NC(=O)c2ccco2)cc1NC(=O)c1ccccc1[N+](=O)[O-]
    -4, -4, -5, x, 7, -26, -14, 12, -13, 5, -3
- Cc1noc(C)c1CS(=O)(=O)Cc1ccc(Cl)cc1
    x, -2, 2, -6, -2, 1, 6, -18, 3, -7, 2
- COC(=O)c1ccccc1Nc1ccccc1
    -8, -17, 2, -9, -20, -4, 10, -30, -1, 26, -10
- CCN1CCN(C(=S)NC(=O)c2cccc(Br)c2)CC1
    -10, 21, 8, -2, -10, 8, 16, -14, -1, -16, 1
- Cc1cccc(N(C(=O)CNC(=O)c2cccs2)C(C(=O)NC2CCCC2)c2cccnc2)c1 (stereo not drawn)
    8, 7, 16, -17, -1, 18, -6, -4, -5, 1, -6
- O=C(c1ccc(S(=O)(=O)N2CCCC2)cc1)N1CCN(S(=O)(=O)c2cccc(F)c2)CC1
    -13, 9, 13, 2, -5, -13, -20, -22, -5, 8, 0
- Cc1[nH]c(C)c(S(=O)(=O)N2CCCCC2)c1C(=O)N1CCCCC1
    5, 9, 7, 9, -4, 8, -16, -33, -6, -8, 8
- CN(C)c1ccc(N=Nc2ccc3ncccc3c2)cc1
    1, -106, 52*, -63, -176, -103, 19, -64, 2, 71*, -70
- O=C(CCn1c(=S)oc2ccccc21)N1CCCCC1
    -6, -17, -4, -1, -10, -25, -25, -10, -6, 3, 9
- COCCCNC(=O)c1cc2c(=O)n3cccc(C)c3nc2n(C(C)C)c1=N
    -10, 0, -15, -12, 7, -7, -5, -10, -7, -3, 5
- COc1ccnc(Oc2ccc(Cl)cc2)c1C#N
    -5, 13, 6, 0, 2, -2, -29, -16, -3, 1, -12
- CC1CCCC(NC(=O)C2CCC(CNc3c(N4CCCCC4)c(=O)c3=O)CC2)C1C (stereo not drawn)
    -3, 12, 18, 2, 0, -2, 2, 9, -1, 14, 3
- O=C(c1ccc2c(c1)OCO2)N1CCC(Cc2ccccc2)CC1
    -4, 20, -20, 23, 4, -1, 2, 10, 4, 25, 8
- COc1cc(OC)cc(C(=O)NCC(=O)NC(C)CCc2ccccc2)c1 (stereo not drawn)
    -6, 2, 11, -4, 0, -13, 4, 2, -8, -1, -4
- CCCCn1c(=NC(=O)c2cccnc2)c(C#N)cc2c(=O)n3cccc(C)c3nc21
    -14, 4, -25, -18, 3, -9, 46, -24, -10, -8, 14
- CCCn1c(C)nc2cc(Cl)c(N3CCN(c4nc(-c5ccc(C)cc5)cs4)CC3)cc21
    -6, 0, -16, 24, 7, -5, 14, 1, -12, 13, 15
- FC(F)(F)c1nc(SCc2ccccc2)n[nH]1
    -4, 15, -5, 12, 3, -8, 4, -3, -6, -3, 12
- CN(C)/C=N/C(=S)Nc1cc(Cl)cc(Cl)c1
    4, -2, 12, 5, 15, -7, -10, -10, 6, 5, 6
- Cc1ccc(S(=O)(=O)N/N=C\c2ccc3c(c2)OCO3)cc1
    -4, -10, -9, -7, 4, -14, -12, 1, 7, -2, 4
- Cc1cc(C)n(C(=O)CSc2nnc(SCC(=O)n3nc(C)cc3C)s2)n1
    7, 3, -9, 4, -1, 4, 1, 7, -1, 0, -2
- O=C(Cn1c(-c2ccccc2)noc1=O)NCc1ccccc1
    -2, 14, 7, -1, 5, 1, -12, 2, -10, -2, -11
- O=C(COc1ccc2cc(Br)ccc2c1Br)N1CCOCC1
    -6, -12, -3, -7, 4, -13, -24, -14, 7, -5, -12
- CCOc1ccc(NC(=O)CSCc2cnn(-c3ccccc3)c2-n2cccc2)cc1
    -6, -8, -10, 8, 1, 12, 23, 19, -11, -7, 5
- Cc1ccc(-n2nc3c(=O)n(CCCC(=O)NCc4ccccc4F)nc(C)c3c2C)cc1
    -1, -4, -12, -4, -3, -4, -2, -19, 3, 9, 13
- CCc1ccc(-c2cc(C(F)(F)F)n3nc(C(=O)Nc4c(C)nn(Cc5ccccc5C)c4C)cc3n2)s1
    -19, 13, -9, 11, 10, -12, -5, x, -11, 25, x
- CC(=O)Nc1cccc(NC(=O)C2CCN(C(=O)c3ccco3)CC2)c1
    6, 2, 9, 4, -3, 3, -11, -24, 0, -7, -2
- COc1cc(NC(=O)CS(=O)(=O)c2ccc(C)cc2)cc(OC)c1OC
    -12, 22, -6, -3, -8, 12, 8, -17, -9, -7, -11
- O=C(COC(=O)c1c(Cl)cccc1Cl)NC1CCCCCCC1
    -7, 2, -39, 0, -13, -16, -24, 14, -1, -19, 12
- N#CC1(Nc2ccc(-c3ccc(Cl)cc3)cc2)CCCC1
    -13, -31, -9, -1, -45, -47, -38, 11, 8, 13, -27
- Cc1ccc(C(=O)N2CCN(C(=O)c3ccco3)CC2)cc1NC(=O)c1ccco1
    7, 14, -16, 6, -9, 6, -1, 4, -4, 3, 12
- Cc1cccn2c(=O)c3cc(C(=O)N4CCCC(C)C4)sc3nc12 (stereo not drawn)
    -7, -43, -21, -14, 16, -13, -13, -15, -1, -4, 6
- CCOc1ccc(N=C(/C(C(=O)C(=O)N2CCOCC2)=C(\O)c2ccccc2)c2ccccc2)cc1
    7, -52, 4, -13, -78, -95, -61, -75, -11, 1, -25
- O=C(CSc1ncnc2scc(-c3ccc(Cl)cc3)c12)NCc1ccc2c(c1)OCO2
    -6, 9, 86*, -8, 5, -13, -2, 8, -4, -8, 4
- Cc1ccc([C@@H]2[C@@H]3C(=O)N(C)C(=O)[C@@H]3[C@]3(C)C(=O)N(CCO)CC(=O)N23)o1
    -11, -14, -17, 0, 8, -38, 1, -9, -10, -15, 14
- COC(=O)c1ccc(C(=O)Nc2cc(Cl)ccc2Cl)cc1NC(=O)c1ccccc1C
    1, -1, -76, 3, -5, 16, 10, -3, 0, 43, 1
- COc1ccc(CC2SC(N)=NC2=O)cc1 (stereo not drawn)
    3, 5, 10, 0, 14, 5, 4, -21, 6, 2, -3
- CN(C)/C=C/C(=O)/C=C/c1cn(-c2ncc(C(F)(F)F)cc2Cl)c2ccccc12
    0, -4, 19, 31, 19, -1, -3, -21, -8, -14, 6
- Cc1ccc(C)c(S(=O)(=O)N2CCN(C(=O)c3ccccn3)CC2)c1
    1, 8, 3, 3, 9, 3, 13, 12, 5, 9, -11
- C/C(CC(=O)NCc1ccc(Cl)cc1)=N\NC(=O)c1ccccc1F
    8, -68, -13, 1, -92, -83, -22, -79, -9, -1, -39
- O=c1c2cc(NC(=S)NCc3cccnc3)ccc2nc2n1CCCCC2
    -17, -19, -3, -19, -29, -12, -33, -24, -5, -15, 3
- Cc1cc(NC(=O)Nc2cccc3ccccc23)no1
    -4, 13, 8, 4, 5, 12, 39, -3, -4, -2, 5
- CC(=O)Nc1ccccc1OCc1nnc(-c2cccs2)o1
    4, 18, 2, -5, 0, 3, 7, -1, -10, 1, 6
- CCCc1nn(C)c(C(=O)Nc2cccc(CC)c2)c1Cl
    -14, -30, -8, -7, -7, -4, -77, -23, -5, -1, -5
- O=C(C[C@H]1C[C@H](C(=O)N2CCCCC2)[C@@]2(CCc3ccccc3)c3[nH]c4cc(-c5ccco5)ccc4c3CCN2C1=O)NCc1ccco1
    -7, 13, 23, 4, -43, 15, -4, 3, 1, 6, 27
- CN1C(=O)C2(NC(=O)c3ccccc3N2C)c2ccccc21 (stereo not drawn)
    3, 7, 13, 2, 13, -5, -6, 18, -10, 9, 5
- COc1ccc(Cc2nnc(SCC(=O)Nc3ccccc3C)n(N)c2=O)cc1
    0, 8, -18, -6, -21, -12, -3, -9, -12, 0, -15
- O=C(O)CCc1ccc(-c2cccs2)n1NC(=O)c1ccc(O)cc1
    -4, 14, 15, 8, -16, 0, -13, 8, -1, -6, 4
- Cc1nnc(SCC(=O)Nc2ccccc2NC(=O)CSc2nnc(C)s2)s1
    6, 9, 9, 4, 8, 12, -2, -41, 7, 4, 3
- CSc1nsc(SCC(=O)Nc2cccc(NC(C)=O)c2)n1
    -9, -17, 2, -10, 12, -14, -21, -14, 3, -9, 1
- Cc1cc(N2CCCC(C(=O)Nc3cccc4ccccc34)C2)n2ncnc2n1 (stereo not drawn)
    -3, -4, -11, 3, 6, 8, 13, 20, 5, -7, -2
- COc1cccc(/C=C/C(=O)OCC(=O)c2ccc3c(c2)NC(=O)CO3)c1
    -6, -1, 18, 5, -19, 12, 4, -11, -3, 25, 4
- CC(C)CN1CCN(CCCc2ccccc2)C(CCO)C1 (stereo not drawn)
    -10, 5, -12, -10, -6, -11, 19, 2, -12, 18, -4
